Source: PubChem (several laboratories)
ZTA DNA inh: counter-screen for EBNA-1 inhibitors: inhibitors of Epstein-Barr virus ZTA; AID 2234; P03206; inhibition, % at 11 µM; ZTA-DNA binding, fluorescence polarization; 320,000 tested, 0.15% active; in the data active = inhibition above about 33%
Target sequence (P03206 whole entry, looked up): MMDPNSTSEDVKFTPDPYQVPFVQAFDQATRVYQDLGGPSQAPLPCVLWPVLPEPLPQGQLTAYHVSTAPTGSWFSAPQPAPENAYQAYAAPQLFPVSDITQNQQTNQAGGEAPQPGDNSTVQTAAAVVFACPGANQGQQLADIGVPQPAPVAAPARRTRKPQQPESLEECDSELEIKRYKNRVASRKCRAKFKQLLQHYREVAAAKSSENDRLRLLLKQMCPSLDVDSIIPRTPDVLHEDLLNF
Fh CTSL1 inh: blocks F. hepatica cathepsin L1 in PFM18AAP counter-screen | recombinant F. hepatica cathepsin L1, Z-Leu-Arg-MCA fluorescence | inhibition, % at 5.96 µM | 300,000 tested, 0.49% active | AID 1906;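 active = inhibition above the mean of all tested compounds plus 3 SD, set per screening campaign, cut at about 17% in these data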;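 note: 0% = plate median of test compound wells and 100% = 1 µM Z-Phe-Ala-diazomethylketone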
TPT1 inh: inhibitors of Candida albicans tRNA 2'-phosphotransferase TPT1; recombinant caTPT1, FP RNA substrate dephosphorylation; inhibition, % at 5 µM; 300,000 tested, 0.81% active; AID 1962;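 active = inhibition above the mean of all tested compounds plus 3 SD, set per screening campaign, cut at about 24% in these data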;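 note: plate controls were DMSO alone for no effect and ferristatin control at 100 nM for full effect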
HCV core dimer: HCV core protein dimerization inhibition | TR-FRET GST/Flag-core106 dimerization, 1536-well | inhibition, % at 5 µM | 300,000 tested, 0.33% active | AID 1899;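 active = inhibition above the mean of all tested compounds plus 3 SD, set per screening campaign, cut at about 45% in these data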
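assay system = GST-tagged and Flag-tagged HCV core protein residues 1-106 | controls = unlabelled core106 and no-GST-core106 wells | incubation = compound-protein-antibody incubation 4 h at 22.5 °C | probe or stimulus = Eu donor and XL665 acceptor anti-tag antibodies | read-out = % inhibition based on acceptor/donor emission ratio | signal = TR-FRET 671 and 617 nm emission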
EBNA-1 inhibitor: blocks EBNA-1 binding to DNA; EBNA-1 DNA binding, fluorescence polarization; 300,000 tested, 0.34% active; inhibition, % at 14.8 µM; in the data active = inhibition above about 28%
CR mimetic SO: caloric restriction mimetics inhibiting age-related superoxide in yeast | S. cerevisiae aged cells, superoxide DHE fluorescence; hits give low values | superoxide response (% of plate mean), % at 10 µM | 330,000 tested, 0.18% active;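 active = superoxide response under a set limit, about three screen SD below normal, cut at about 65% in these data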;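 note: yeast aged for seven days with compound at 30 °C before DHE staining; 100% = average MFI of all compound-treated wells on the plate with controls excluded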
PP1 counter: counter-screen for PP5 inhibitors: inhibitors of human PP1-alpha | P62136 | purified PP1alpha, OMFP fluorescence | inhibition, % at 6.7 µM | 320,000 tested, 0.9% active;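 active = inhibition above the mean inhibition of all tested compounds plus 3 SD, computed separately for each screening campaign, cut at about 15% in these data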
Target sequence (P62136 whole entry, looked up): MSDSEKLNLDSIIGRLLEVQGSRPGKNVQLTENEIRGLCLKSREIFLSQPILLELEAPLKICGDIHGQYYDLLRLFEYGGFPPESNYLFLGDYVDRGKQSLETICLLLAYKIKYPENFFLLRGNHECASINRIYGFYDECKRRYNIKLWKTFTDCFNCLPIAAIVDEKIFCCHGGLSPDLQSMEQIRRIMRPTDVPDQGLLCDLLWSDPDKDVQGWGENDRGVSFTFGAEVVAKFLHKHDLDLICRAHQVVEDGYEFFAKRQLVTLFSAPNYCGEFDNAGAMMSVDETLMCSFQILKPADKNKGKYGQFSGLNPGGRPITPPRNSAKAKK
PP5 primary: blocks human protein phosphatase 5 activity. P53041. AID 1987. inhibition, % at 6.7 µM. purified PP5c, OMFP substrate fluorescence. 320,000 tested, 0.18% active;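 active = inhibition above the campaign's mean inhibition across all tested compounds plus 3 SD, cut at about 9.5% in these data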;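 note: 0% = DMSO only and 100% = 100 µM cantharidin control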
Target sequence (P53041 whole entry, looked up): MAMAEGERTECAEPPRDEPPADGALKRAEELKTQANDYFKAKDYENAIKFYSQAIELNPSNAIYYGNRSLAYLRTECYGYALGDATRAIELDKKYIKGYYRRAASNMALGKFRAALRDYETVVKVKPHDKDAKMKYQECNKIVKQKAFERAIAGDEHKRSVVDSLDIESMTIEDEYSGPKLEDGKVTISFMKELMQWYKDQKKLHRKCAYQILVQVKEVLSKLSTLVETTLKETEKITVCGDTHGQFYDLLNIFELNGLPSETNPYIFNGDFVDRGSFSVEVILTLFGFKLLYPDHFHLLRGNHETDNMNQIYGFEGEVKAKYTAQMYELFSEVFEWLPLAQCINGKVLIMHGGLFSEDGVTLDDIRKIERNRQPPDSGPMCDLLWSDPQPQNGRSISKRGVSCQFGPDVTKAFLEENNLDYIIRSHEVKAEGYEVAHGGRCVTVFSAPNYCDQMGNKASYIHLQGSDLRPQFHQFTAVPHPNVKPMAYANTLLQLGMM
JMJD2C inh: human JMJD2C demethylase inhibition; AID 2099; inhibition, % at 2.35 µM; GST-JMJD2C(1-420) H3K9me3 demethylation, DELFIA europium; 330,000 tested, 0.069% active;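 active = more than half of a compound's replicate wells show inhibition beyond 50%, single wells judged on their own value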;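 note: signal counts dimethyl H3K9 product captured on neutravidin plate; 0% = median of DMSO wells and 100% = 0.3 times that DMSO median; strong numbers were not always called active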
* = called active by the depositor; i = inactive; · = not tested or not shown; & = joins results of further samples.

SMILES	ZTA DNA inh	Fh CTSL1 inh	TPT1 inh	HCV core dimer	EBNA-1 inhibitor	CR mimetic SO	PP1 counter	PP5 primary	JMJD2C inh
O=C(Nc1cccc(-c2cnc3ccccc3n2)c1)c1ccccc1	-5	2	0	9	40*	97	0	3.7	-7
CCC(NS(=O)(=O)c1ccc(OC)cc1)C(=O)NCCC1=CCCCC1 (centres undefined)	-1	0	1	-1	-9	101	-5	-0.8	15
COc1ccc(Nc2c3c(nc4ccccc24)CCC3)cc1	-7	6	-5	-16	-8	125	3	0.6	-15
CCCCn1c(SCc2nc3ccccc3s2)nc2ccccc2c1=O	4	-2	4	9	0	114	-4	1.8	0
COCCn1c(C(=O)N2CCCC2)cc2c1C[C@H]1CN(C(=O)c3ccccc3)[C@@](Cc3ccc(F)cc3)(C(=O)OC)[C@@H]21	-22	-5	-1	0	2	95	-1	3.4	1
COc1ccc(C2NC(c3ccc(OC)c(OC)c3OC)C(C)C(=O)C2C)c(OC)c1OC (centres undefined)	-13	-2	5	-2	-1	108	-3	3.3	24
COc1ccc(NC(=O)C2CCN(c3nc(C)cc(C)n3)CC2)cc1	3	0	-4	-1	3	100	-2	-0.4	1
CCC(C)c1nc2ccsc2c(N2CCOC2=O)c1-c1ccccc1 (centres undefined)	-8	-3	-4	-12	-2	101	0	1.7	7
COC(=O)c1ccc(NC(=O)CCc2c(C)nc3ncnn3c2C)cc1	12	-1	0	-1	4	104	1	-1.9	4
COc1ccc(S(=O)(=O)N2CCOC2CNC(=O)C(=O)NCc2ccccc2OC)cc1 (centres undefined)	-11	3	1	-3	-1	106	0	-7.8	17
COc1ccc(CC(=O)Nc2sc(Cc3ccccc3)c(C)c2C(N)=O)cc1	9	8	-2	6	24	83	3	-0.1	3
Cc1csc(NC(=O)c2ccc(Cl)nc2)n1	-1	1	-3	8	-3	114	-5	0.1	3
COC(=O)c1ccc(NC2=C(Cl)C(=O)OC2OC(=O)c2ccccc2)cc1 (centres undefined)	3	16	-1	-2	-4	112	-3	0.1	3
O=C(Nc1ccc2nc(-c3cccnc3)[nH]c2c1)c1ccccc1F	-1	3	0	-5	-11	103	-8	2.8	-1
CCOC(=O)c1ccccc1OCc1cc(/C=N/NC(=O)c2ccncc2)ccc1OC	-2	2	2	0	9	86	-1	1.6	7
COc1cc2c(cc1OC)C(c1cc(Br)ccc1O)N(C(C)=O)CC2 (centres undefined)	-6	-1	-1	-5	-6	109	-4	0.1	-1
O=C(Nc1ccc(Cl)cc1)NC1CCCCC1	-1	-2	-1	2	3	103	0	0.2	13
O=C(CCn1nc(-c2ccc(Cl)cc2)c2ccccc2c1=O)NCC1CCCO1 (centres undefined)	2	2	-3	-8	4	108	-2	2.5	-2
O=C(O)C1C2C=CC(C2)C1C(=O)NCCCN1CCOCC1 (centres undefined)	15	-1	0	-3	1	120	-4	-2.6	11
O=C(NC1CCCC1)C(c1cccnc1)N(C(=O)c1csnn1)c1ccccc1Cl (centres undefined)	-14	-4	-2	2	-4	103	-3	-0.3	4
O=C(Nc1cc(S(=O)(=O)N2CCOCC2)ccc1N1CCOCC1)c1ccc(Cl)nc1	34*	-4	-3	1	7	111	-1	6.8	1
Cc1ccc2c(c1)COc1c3ccc(C(=O)N[C@@H](CO)C(C)C)cc3nn1-2	-23	3	-3	-17	6	103	0	-0.1	-1
CCCc1ccc(S(=O)(=O)NCCc2ccncc2)cc1	-13	4	1	2	1	99	-2	0.3	-25
CC(C)C[C@H](NC(=O)c1nc[nH]c1C(=O)NC1CCN(C(=O)OC(C)(C)C)CC1)C(=O)OCc1ccccc1	2	5	-4	11	-3	103	12	6.9	-2
COc1ccc(C2C(C#N)=C(/N=C/N3CCN(C)CC3)OC3=C2C(=O)CC(C)(C)C3)cc1 (centres undefined)	-2	-1	-3	2	6	98	-3	0.4	0
COc1cccc2cc(C(=O)NCCc3ccccc3)oc12	-6	-1	-1	-1	0	108	-2	3.5	71
O=C(O)c1ccc(-c2nc(-c3ccccc3Cl)cs2)cc1	1	1	1	-5	-3	114	-4	0.6	3
CCCCc1nc2ccccc2n1CC(=O)NN	-5	-3	1	2	0	112	2	2.1	-5
COc1ccc(/C=C2\CCn3c2nc2cc(C(=O)O)ccc2c3=O)cc1OC	-15	3	-3	-5	-4	106	-1	0.8	-6
O=S(=O)(Cc1cc(-c2ccc(Cl)cc2)no1)c1ccccc1	18	2	-4	-8	14	101	2	0.7	3
NNC(=O)C(=O)Nc1ccc(O)cc1	-10	0	-3	-3	15	98	-3	0.0	-4
COc1ccc(NC(=O)c2cc([N+](=O)[O-])ccc2N2CCCCC2)cc1	-4	2	-2	2	-12	115	2	3.4	-6
CC1CCCC(NC(=O)c2ccc3snnc3c2)C1C (centres undefined)	5	4	-1	3	1	75	3	1.1	-5
CNC(=O)C1CC(=O)N(CCc2ccc(OC)cc2)C(=Nc2ccc(OC)cc2)S1 (centres undefined)	-1	2	1	3	6	93	1	-0.1	-3
CCc1ccccc1Oc1ccc(S(=O)(=O)N2CCN(C)CC2)cn1	8	-1	-5	-2	-1	101	-5	0.3	0
CCOC(=O)Nc1ccc2c(c1)nc(CN1CCOCC1)n2C	20	-3	-4	-6	7	98	-2	0.6	-1
COc1ccc(-c2noc(N(C)CC(=O)Nc3cccc(C(F)(F)F)c3)n2)cc1	-6	2	-3	-7	-4	115	6	6.5	10
CCCCn1c(SCC(=O)Nc2cc(C)on2)nnc1-c1ccncc1	-9	-1	1	1	-2	98	1	1.3	4
O=C(NC(=S)Nc1ccc(N2CCOCC2)cc1)c1ccc2c(c1)OCCO2	-6	1	-3	4	1	86	-2	4.1	-2
COc1ccc(OC)c(NC(=O)COC(=O)c2c(C)noc2C)c1	-2	·	·	·	·	99	-3	2.0	·
N#Cc1c(N)nc2c(c1-c1ccncc1)CCCCC2	6	1	2	1	23	97	-1	-3.1	-25
N#CC(C#N)=Cc1ccccc1OCc1ccccc1	2	3	0	9	9	90	3	2.2	101
CCN(CC)CCCNC(=O)c1c(O)c2cc(F)cc3c2n(c1=O)C(C)CC3 (centres undefined)	4	4	-2	11	10	99	-3	-0.8	-13
Oc1c(Cl)cc(Cl)cc1/C=N/NC(=S)NC1CC2C=CC1C2 (centres undefined)	22	-5	16	11	-4	107	9	-0.3	5
COCCNC(=O)C(c1ccc(F)cc1)N(Cc1ccco1)C(=O)CCC(=O)Nc1nccs1 (centres undefined)	20	0	4	-9	-14	93	2	1.7	33

The final 3 entries of the part before open the next one.
SMILES	ZTA DNA inh	Fh CTSL1 inh	TPT1 inh	HCV core dimer	EBNA-1 inhibitor	CR mimetic SO	PP1 counter	PP5 primary	JMJD2C inh
CCN(CC)CCCNC(=O)c1c(O)c2cc(F)cc3c2n(c1=O)C(C)CC3 (centres undefined)	4	4	-2	11	10	99	-3	-0.8	-13
Oc1c(Cl)cc(Cl)cc1/C=N/NC(=S)NC1CC2C=CC1C2 (centres undefined)	22	-5	16	11	-4	107	9	-0.3	5
COCCNC(=O)C(c1ccc(F)cc1)N(Cc1ccco1)C(=O)CCC(=O)Nc1nccs1 (centres undefined)	20	0	4	-9	-14	93	2	1.7	33
Cc1cc(C)nc(/N=C2/NC(=O)CS2)n1	3	2	-1	2	6	85	0	-2.3	-1
Cc1cccc(C)c1NC(=O)CN(C)CC(=O)Nc1ccccc1Br	11	-2	-4	-4	3	107	-3	2.0	161
CC1Cc2cc(/C(O)=C3\C(=O)C(=O)N(Cc4ccncc4)C3c3ccccc3F)ccc2O1 (centres undefined)	0	1	2	1	-16	82	-1	-2.8	2
CCn1c(CSc2nc(C)cc(C)n2)nnc1SCC(N)=O	18	-3	-1	4	-29	114	4	0.4	10
COc1cc(OC)cc(C(=O)NC(C(=O)NCCN(C)C)C23CC4CC(CC(C4)C2)C3)c1 (centres undefined)	10	2	-5	-10	7	91	2	-0.8	0&1
O=C(NCC1CCCO1)c1nn2c(C(F)(F)F)cc(-c3cccs3)nc2c1Br (centres undefined)	2	-4	1	-13	11	97	0	2.5	-18
COc1ccc(S(=O)(=O)N(CC(=O)NC2CCCCC2)c2ccc(F)cc2)cc1	-2	2	1	5	3	96	-4	0.5	-1
CCCCn1c(N)c(N(C)C(=O)c2ccc(Br)o2)c(=O)[nH]c1=O	4	·	·	·	·	113	-6	0.3	2
O=P(O)(C(O)c1ccccc1)C(O)c1ccccc1 (centres undefined)	17	1	-3	8	-2	98	1	1.0	i
Cc1ccc(S(=O)(=O)Nc2ccccc2N(C)S(=O)(=O)c2ccc(C)cc2)cc1	-20	1	-1	-9	9	89	0	0.7	·
O=C1Nc2ccc(Br)cc2/C1=C/c1ccc(C(=O)O)cc1	34*	5	-2	18	2	99	0	-0.1	0
COc1cc(/C=C(\C#N)c2nc3ccccc3n2C)cc(OC)c1O	-20	6	83*	-10	0	95	-2	-5.0	-5
COc1ccc(C(c2nnnn2Cc2cccs2)N2CCN(c3ccccc3F)CC2)cc1 (centres undefined)	-28	11	-2	22	-13	95	6	3.9	-20&-3
NC1=NC(=O)C(Cc2ccc(F)cc2)S1 (centres undefined)	-4	-5	-4	7	-4	93	-3	4.3	3
O=C(NCC1CCCO1)c1ccc2ccccc2n1 (centres undefined)	-15	7	-2	-8	-8	96	-2	-8.4	0
O=C(O)c1ccc(Oc2ccccc2)o1	-11	-5	-2	-7	2	119	-1	0.1	-6
COc1ccc(CCN2CCCC(CN(C)C(=O)c3ccoc3C)C2)cc1 (centres undefined)	-2	1	-1	1	6	103	-6	-0.2	16
N#C/C(=C\c1ccco1)C(=O)Nc1ccc(S(N)(=O)=O)cc1	4	3	3	-14	-1	89	-2	-1.4	4
CCN1CCN(CCCNC(=O)c2ccc3c(c2)NC(=O)c2ccccc2S3)CC1	9	-3	-4	-1	6	97	-7	-0.3	6
O=C(C(=O)N1CCN(c2ccccc2F)CC1)c1c[nH]c2ccccc12	1	5	-5	-1	3	88	3	2.4	-1
Cc1cccc(-n2ncc3c(NCc4ccc5c(c4)OCO5)ncnc32)c1	-5	2	-1	3	2	109	3	3.8	0
O=C(NCCCN1CCCC1=O)c1cc(COc2ccc(F)cc2F)on1	20	0	-3	6	5	93	-5	-0.9	-42
Cc1cc(C)nc(SCc2nnc(SCC(=O)NCc3ccco3)n2-c2ccccc2)n1	9	-3	1	14	13	86	-3	0.3	-1
CC(NC(=O)CSc1nc2ccccc2n1C)c1ccccc1 (centres undefined)	1	6	1	9	3	97	1	0.5	9
O=C(NC1CC2CCCC(C1)N2C(=O)NC1CCCCC1)c1ccc(F)cc1 (centres undefined)	3	-1	-1	2	7	101	-3	1.1	6
COc1ccc2[nH]c(=O)c(CN(C)C(=O)c3ccncc3)cc2c1	2	-3	3	1	-3	90	-4	0.0	-2
COc1ccc(C(=O)OCC(=O)Nc2ccc3c(c2)OCCO3)c(OC)c1	2	·	·	·	·	82	-1	1.9	1
Cn1cc(CN2CCC(n3nccc3NC(=O)c3ccccc3Cl)CC2)c2ccccc21	-1	-1	2	-3	7	129	-1	0.0	8
CN1CCN(c2ncnc3sc(-c4ccccc4)cc23)CC1	-1	-2	7	-11	4	100	2	5.5	-4
CC(=O)Nc1ccc(S(=O)(=O)N(C)CC(=O)Nc2cccc(S(=O)(=O)N3CCCC3)c2)cc1	-9	1	-1	4	3	104	-1	1.4	5

A different layout for some results above.
smiles | ZTA DNA inh | Fh CTSL1 inh | TPT1 inh | HCV core dimer | EBNA-1 inhibitor | CR mimetic SO | PP1 counter | PP5 primary | JMJD2C inh
COCCNC(=O)C(c1ccc(F)cc1)N(Cc1ccco1)C(=O)CCC(=O)Nc1nccs1 (centres undefined) | 20 | 0 | 4 | -9 | -14 | 93 | 2 | 1.7 | 33
Cc1cc(C)nc(/N=C2/NC(=O)CS2)n1 | 3 | 2 | -1 | 2 | 6 | 85 | 0 | -2.3 | -1
